Screens from PubChem.
GSH bead fluor: compound fluorescence on glutathione beads, profiling panel, artefact control, biophysical, 488/530 nm, flow cytometry | GSH beads flow cytometry, compound fluorescence 488/530 nm; stronger effect = higher value | fluorescence (KMESF) at 10 µM | actives 0.25% (n = 190,000) | AID 1776, 2009; in the data active means fluorescence above about 89;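 further: glutathione beads carrying GST-tagged Bcl family fusion proteins plus one bare bead set; values are compound well signal with DMSO vehicle wells as background; inactives centre near 16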
ABCG2 inh: ABCG2 efflux pump inhibitors, primary screen, multiplex with ABCB1, IgMXP3 cells, flow cytometry; inhibition, % at 6.6 µM; JC-1 efflux; Broad substrate specificity ATP-binding cassette transporter ABCG2 (Homo sapiens), Q9UNQ0; actives 0.1% (n = 190,000);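 active means inhibition above 80%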;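 further: 0% = DMSO and 100% = nicardipine control wells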
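test system = two drug-resistant human cell lines, ABCG2 and ABCB1 | amount = 3 million cells/mL final, two lines in 1:1 ratio | reagent = JC-1 transporter substrate | doses = one concentration, 6.6 µM final | incubation = 10 min at 25 °C | signal = flow cytometric JC-1 green MFI at 530 nm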
RGS7-Gao reg: RGS7-Galphao binding modulators, primary screen, biochemical, multiplexed bead flow cytometry | Guanine nucleotide-binding protein G(o) subunit alpha (Homo sapiens), P09471 | actives lie on both sides | binding response (% of control), % at 10 µM | actives 0.35% (n = 220,000) | AID 1439, 2008; in the data active means binding response below about 49% or above about 150%; inconclusive means no clear call, values can overlap the other calls; inactive means in between;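 further: fluorescent Galphao held in activated GDP-AlF4 state binding bead-coupled RGS7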
Target sequence (P09471 whole entry, looked up): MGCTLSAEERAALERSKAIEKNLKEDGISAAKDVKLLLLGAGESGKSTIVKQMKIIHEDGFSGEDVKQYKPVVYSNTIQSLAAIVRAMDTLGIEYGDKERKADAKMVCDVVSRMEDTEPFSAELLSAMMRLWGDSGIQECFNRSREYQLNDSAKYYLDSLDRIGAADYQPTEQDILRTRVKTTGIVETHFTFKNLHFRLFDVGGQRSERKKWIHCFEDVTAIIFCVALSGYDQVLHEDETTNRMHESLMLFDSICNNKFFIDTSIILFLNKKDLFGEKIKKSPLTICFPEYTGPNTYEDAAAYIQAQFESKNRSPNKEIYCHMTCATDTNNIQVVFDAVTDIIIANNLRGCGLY
RGS4-Gao reg: modulators of RGS4 binding to Galphao, primary screen, biochemical, multiplexed bead flow cytometry; Guanine nucleotide-binding protein G(o) subunit alpha (Homo sapiens), P09471; actives lie on both sides; binding response (% of control), % at 10 µM; actives 0.33% (n = 220,000); in the data active means binding response below about 49% or above about 150%; inactive means in between;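 further: fluorescent Galphao activated with aluminum fluoride binding bead-coupled RGS4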
Bim-Bcl-XL: inhibitors of Bim-Bcl-XL binding, primary screen, biochemical, multiplexed, bead flow cytometry, human Bcl-XL. Bcl-2-like protein 1 (Homo sapiens), Q07817. actives 0.04% (n = 190,000). inhibition, % at 10 µM. Bim peptide-Bcl-XL binding, fluorescence
Target sequence (Q07817 whole entry, looked up): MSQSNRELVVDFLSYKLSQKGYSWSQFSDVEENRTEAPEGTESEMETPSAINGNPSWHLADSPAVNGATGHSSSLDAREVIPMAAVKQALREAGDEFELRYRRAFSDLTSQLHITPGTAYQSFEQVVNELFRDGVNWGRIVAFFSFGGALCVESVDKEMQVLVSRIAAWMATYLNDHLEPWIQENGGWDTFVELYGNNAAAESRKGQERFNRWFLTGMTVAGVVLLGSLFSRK
Bim-Bcl-W: inhibitors of Bim binding to Bcl-W, primary screen, biochemical, multiplexed, bead-based flow cytometry. Bim peptide-Bcl-W binding. inhibition, % at 10 µM. actives 0.02% (n = 190,000). AID 952, 2007;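 further: 0% = bound tracer without compound and 100% = peptide blocker; higher means less fluorescent Bim peptide bound to Bcl-W beads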
Bfl-1 Bim block: inhibitors of Bim binding to Bfl-1, primary screen, biochemical, multiplexed, bead-based flow cytometry; Bcl-2-related protein A1 (Homo sapiens), Q16548; Bim-Bfl-1 binding inhibition; inhibition, % at 10 µM; actives 0.12% (n = 190,000);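 further: 0% = wells without compound plus tracer and 100% = blocker peptide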
Bcl-B Bim block: inhibitors of Bim-Bcl-B binding, primary screen, biochemical, multiplexed, human Bcl-2 family; Bcl-2-like protein 10 (Homo sapiens), Q9HD36; bead-based flow cytometry, Bim peptide-Bcl-B binding; inhibition, % at 10 µM; actives 0.073% (n = 190,000); AID 951, 2007;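 further: 0% = tracer peptide without compound and 100% = reference inhibitor peptide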
Target sequence (Q9HD36 whole entry, looked up): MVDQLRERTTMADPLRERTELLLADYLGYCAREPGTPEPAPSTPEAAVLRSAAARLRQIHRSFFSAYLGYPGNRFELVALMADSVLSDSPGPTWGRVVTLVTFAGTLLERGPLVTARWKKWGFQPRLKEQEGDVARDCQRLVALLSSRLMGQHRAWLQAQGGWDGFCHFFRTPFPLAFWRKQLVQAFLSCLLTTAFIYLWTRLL
ABCB1 inh: ABCB1 efflux pump inhibitors, primary screen, cell-based, multiplex, flow cytometry, ABCG2 counter-screen; ATP-dependent translocase ABCB1 (Homo sapiens), P08183; CCRF-Adr cells, JC-1 efflux; inhibition, % at 6.6 µM; actives 0.067% (n = 190,000); AID 1326, 2008; in the data active means inhibition above about 40%;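 further: 0% = vehicle and 100% = reference inhibitor; higher value means more JC-1 retained so stronger ABCB1 efflux block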
Bcl-2 Bim block: inhibitors of Bim-Bcl-2 binding, primary screen, biochemical, multiplexed, human Bcl-2 family. Bead-based flow cytometry, Bim peptide-Bcl-2 binding. actives 0.06% (n = 190,000). Apoptosis regulator Bcl-2 (Homo sapiens), P10415. AID 950, 2007. inhibition, % at 10 µM; in the data active means inhibition above about 40%; inconclusive means no clear call, values can overlap the other calls;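 further: 0% = no compound wells with probe peptide and 100% = reference peptide inhibitor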
Avidin fluor: green autofluorescence of compounds with avidin beads – biophysical, 488/530 nm, flow cytometry, artefact control, profiling panel. actives 0.38% (n = 220,000). compound fluorescence 488/530 nm; stronger effect = higher value. fluorescence (KMESF) at 10 µM; in the data active means fluorescence above about 47; further: inactives centre near 10
Numbers without * were called inactive; u = inconclusive; x = not tested or not shown. Unless noted, no stated cut-off is given here; in the data, active means inhibition above about 40%.

#	mol	GSH bead fluor	ABCG2 inh	RGS7-Gao reg	RGS4-Gao reg	Bim-Bcl-XL	Bim-Bcl-W	Bfl-1 Bim block	Bcl-B Bim block	ABCB1 inh	Bcl-2 Bim block	Avidin fluor
1	CCOc1ccccc1C1N=C(c2ccc(OC)cc2)CC(c2ccccc2O)N1 (stereo not given)	12	12	102	104	-3	-3	-5	-4	2.2	-7	11
2	COc1ccc(Cn2c(O)c(C=Nc3ccc(C)cc3)c3ccccc3c2=O)cc1	6	5	99	98	-6	-1	0	-9	2.5	-1	13
3	Cc1ccc2c(c1)-c1c(ssc1=S)C(C)(C)N2C(=O)c1ccco1	27	0	124	92	-8	0	17	-25	-0.1	-1	5
4	CCCNC(=O)C12CCC(C)(c3nc4cc(C)c(C)cc4nc31)C2(C)C (stereo not given)	10	1	99	99	0	0	-8	-3	1.3	-3	23
5	CCC(c1nnnn1Cc1ccc(F)cc1)N1CCN(C2CCCCC2)CC1 (stereo not given)	20	1	99	96	1	0	0	1	0.2	-2	13
6	O=C(CCSc1nc2cc(Cl)ccc2o1)N1CCOCC1	44	5	100	101	-2	0	-4	-3	0.9	-3	35
7	CCc1ccc2c(c1)cc(CN(C(=S)Nc1ccc(Cl)cc1)C1CC1)c1nnnn12	14	1	104	102	-4	-1	-1	-3	0.5	0	39
8	Cc1ccc(-c2c(C#N)c(N)nc3c2CCCCCC3)o1	25	1	91	89	0	-3	-1	0	0.2	0	11
9	CCCCOc1c(Br)cc(/C=C2\N=C(C)OC2=O)cc1OCC	52	2	96	98	-1	-1	-4	-2	0.2	0	20
10	O=C(CCCN1C(=O)C2CCCCN2C1=O)N1CCN(c2ccc([N+](=O)[O-])cc2)CC1 (stereo not given)	43	2	101	103	-12	0	-11	-13	0.5	-9	11

An excerpt from above in order of molecular weight, ascending:
#	mol	GSH bead fluor	ABCG2 inh	RGS7-Gao reg	RGS4-Gao reg	Bim-Bcl-XL	Bim-Bcl-W	Bfl-1 Bim block	Bcl-B Bim block	ABCB1 inh	Bcl-2 Bim block	Avidin fluor
8	Cc1ccc(-c2c(C#N)c(N)nc3c2CCCCCC3)o1	25	1	91	89	0	-3	-1	0	0.2	0	11
6	O=C(CCSc1nc2cc(Cl)ccc2o1)N1CCOCC1	44	5	100	101	-2	0	-4	-3	0.9	-3	35
3	Cc1ccc2c(c1)-c1c(ssc1=S)C(C)(C)N2C(=O)c1ccco1	27	0	124	92	-8	0	17	-25	-0.1	-1	5
9	CCCCOc1c(Br)cc(/C=C2\N=C(C)OC2=O)cc1OCC	52	2	96	98	-1	-1	-4	-2	0.2	0	20
5	CCC(c1nnnn1Cc1ccc(F)cc1)N1CCN(C2CCCCC2)CC1 (stereo not given)	20	1	99	96	1	0	0	1	0.2	-2	13
2	COc1ccc(Cn2c(O)c(C=Nc3ccc(C)cc3)c3ccccc3c2=O)cc1	6	5	99	98	-6	-1	0	-9	2.5	-1	13
1	CCOc1ccccc1C1N=C(c2ccc(OC)cc2)CC(c2ccccc2O)N1 (stereo not given)	12	12	102	104	-3	-3	-5	-4	2.2	-7	11
7	CCc1ccc2c(c1)cc(CN(C(=S)Nc1ccc(Cl)cc1)C1CC1)c1nnnn12	14	1	104	102	-4	-1	-1	-3	0.5	0	39

Additional structures follow.
#	mol	GSH bead fluor	ABCG2 inh	RGS7-Gao reg	RGS4-Gao reg	Bim-Bcl-XL	Bim-Bcl-W	Bfl-1 Bim block	Bcl-B Bim block	ABCB1 inh	Bcl-2 Bim block	Avidin fluor
11	O=c1n(Cc2ccc(Cl)cc2)c2sc3c(c2c2ncnn12)CCCC3	17	28	103	98	8	5	0	-1	14	2	10
12	CCOc1ccc(N2C(=O)/C(=C/c3ccc(C)o3)N(C)C2=S)cc1	8	3	97	95	4	4	7	6	x	6	10
13	COc1cccc(CN(Cc2ccccc2F)S(=O)(=O)c2ccc(S(=O)(=O)NCc3ccccc3)cc2)c1	8	2	97	99	0	2	2	2	0.6	2	3
14	COc1ccc2nc3oc(C(=O)N4CCN(c5cccc(C(F)(F)F)c5)CC4)cc3cc2c1	31	44	100	102	-8	-1	-23	-10	0.4	-13	12
15	Cc1ccc(O)c(-c2cc(C(=O)NCc3ccc4c(c3)OCO4)[nH]n2)c1	24	0	98	99	-2	-2	0	-6	0.1	0	9
16	Cc1cc(C)c(S(=O)(=O)NCCCn2ccnc2)c(C)c1	7	-1	102	104	-3	-1	0	-4	0.4	-2	1
17	CCOC(=O)Cn1nnnc1C	11	2	96	98	-4	-2	-5	-4	0.6	-3	13
18	CC1(C)CC(=O)C(C=NCCN2CCN(CCc3ccccc3)CC2)=C(O)C1	14	3	87	89	-3	2	-14	20	1.0	-1	29
19	COCCCN1CN=C(Nc2nc3ccccc3o2)NC1	25	3	u	95	-2	-2	-5	-3	0.6	0	8
20	COC(=O)C1=C(C)NC(=O)/C1=C\c1cc(C)n(-c2cc(C)cc(C)c2)c1C	12	3	97	97	0	0	3	0	2.4	1	16
21	O=C(Nc1ccccc1)N1CCCN(Cc2ccccc2F)C1	32	1	97	98	-20	0	-14	-11	0.3	-9	10
22	O=C(CSc1ccsc1[N+](=O)[O-])N1CCCCCC1	12	8	104	100	0	1	2	-6	0.8	-2	6
23	COC(=O)[C@@H](N)CS	18	0	95	94	0	-1	3	-1	-0.4	3	4
24	CN(c1ccccc1)c1ccc(/C=C(\C#N)c2nnc3n2CCCCC3)cc1[N+](=O)[O-]	10	14	97	97	-3	-2	2	-2	1.3	0	9
25	CCOC(=O)N1CCN(Cc2nc3c(c(=O)n(C)c(=O)n3C)n2Cc2ccccc2)CC1	27	1	106	106	-6	0	-5	-6	0.6	-6	8
26	Cc1ccc(NC(=O)c2ccccc2OCC(=O)Nc2cccc(Cl)c2C)nc1	12	1	108	100	2	-1	-5	0	0.3	-2	10
27	CCCC(=O)NC(=S)Nc1ccc(N2CCOCC2)c(Cl)c1	11	4	97	102	-13	-5	-13	-11	0.3	-9	19
28	CCOC(=O)N1CCN(C(=O)CN(C)S(=O)(=O)c2ccc3c(c2)c(=O)n(C)c(=O)n3C)CC1	11	2	96	99	-1	-3	-2	0	0.8	0	10
29	COCCCn1c(=S)[nH]c2sc3c(c2c1=O)CCCS3	14	-5	u	96	-3	-1	7	-9	-0.7	0	8
30	Cc1nc2cc(F)ccc2n1C1CCN(S(=O)(=O)c2ccccc2)CC1	31	39	95	96	0	-4	-3	-5	3.2	-2	11
31	O=C(Nc1ccc(N2CCOCC2)cc1N1CCOCC1)c1cccs1	7	3	109	114	-1	-1	0	-4	0.9	1	13
32	COc1cc(O)c2c(c1)COC2=O	13	-2	102	100	-7	-3	2	-12	0.0	-14	13
33	CCOC(=O)N1CCC(N2CCN(S(=O)(=O)c3ccc(OC)cc3)CC2)CC1	63	2	92	92	-6	-1	-10	-6	0.6	-2	28
34	CC1(C)Cc2c(sc3c2c(=N)n(Cc2ccco2)c(=O)n3Cc2ccc(F)cc2)CO1	24	3	97	98	-2	3	-6	-2	2.0	-1	22
35	CN1CCCN(C(c2ccccc2)c2ccc(Cl)cc2)CC1 (stereo not given)	22	4	107	102	-2	-5	-1	-2	1.4	1	11
36	CCN(CC(=O)Nc1cccc(C#N)c1)CC(=O)Nc1cccc(OC)c1	7	4	104	102	-2	-5	-2	-3	0.0	-3	29
37	CCOc1ccc(CCNC(=O)c2oc3c(c2C)-c2[nH]ncc2CC3)cc1OCC	17	3	97	98	-2	0	-8	-2	0.5	-4	5
38	O=C(COC(=O)CN1C(=O)C2CCCCC2C1=O)Nc1ccc(S(=O)(=O)N2CCOCC2)cc1 (stereo not given)	5	-6	100	97	-6	-1	0	-5	0.1	0	10
39	Cc1ccc(-n2nc(C)c3c2OC(N)=C(C#N)C3c2ccco2)cc1 (stereo not given)	16	10	91	100	0	-1	2	-1	0.4	1	9
40	COc1cccc(NC(=O)CSc2nc3c([nH]c4ccccc43)c(=O)n2C)c1	10	3	110	105	-4	0	-6	-7	1.4	-1	10
41	Nc1ccc(N=Nc2ccc(N)cc2)cc1	9	-4	101	101	4	6	0	3	-1.2	0	10
42	O=C(Nc1ccc2c(c1)oc1ccccc12)c1ccc(Br)o1	10	2	97	105	0	0	0	0	0.4	0	20
43	CC(=O)c1ccc(NC(=O)C(C)Sc2ccccn2)cc1 (stereo not given)	16	15	u	107	-3	0	-5	-7	-0.1	-3	9
44	c1ccc(-c2noc(CN3CCN(c4cnccn4)CC3)n2)cc1	16	0	94	99	-1	-1	-5	-3	-0.2	-1	5
